Neddyl block: blocks human cullin neddylation; P61081+Q13564; TR-FRET cullin neddylation, biochemical; calls only at 25 µM; 0.58% of 360,000 active; in the data active = inhibition above about 36%
Target sequence (P61081 whole entry, looked up): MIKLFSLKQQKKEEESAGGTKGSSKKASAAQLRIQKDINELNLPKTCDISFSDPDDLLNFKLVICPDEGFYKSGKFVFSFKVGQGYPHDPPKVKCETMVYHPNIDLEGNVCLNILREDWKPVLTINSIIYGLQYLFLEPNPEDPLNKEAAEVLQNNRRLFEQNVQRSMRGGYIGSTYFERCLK
Target sequence (Q13564 whole entry, looked up): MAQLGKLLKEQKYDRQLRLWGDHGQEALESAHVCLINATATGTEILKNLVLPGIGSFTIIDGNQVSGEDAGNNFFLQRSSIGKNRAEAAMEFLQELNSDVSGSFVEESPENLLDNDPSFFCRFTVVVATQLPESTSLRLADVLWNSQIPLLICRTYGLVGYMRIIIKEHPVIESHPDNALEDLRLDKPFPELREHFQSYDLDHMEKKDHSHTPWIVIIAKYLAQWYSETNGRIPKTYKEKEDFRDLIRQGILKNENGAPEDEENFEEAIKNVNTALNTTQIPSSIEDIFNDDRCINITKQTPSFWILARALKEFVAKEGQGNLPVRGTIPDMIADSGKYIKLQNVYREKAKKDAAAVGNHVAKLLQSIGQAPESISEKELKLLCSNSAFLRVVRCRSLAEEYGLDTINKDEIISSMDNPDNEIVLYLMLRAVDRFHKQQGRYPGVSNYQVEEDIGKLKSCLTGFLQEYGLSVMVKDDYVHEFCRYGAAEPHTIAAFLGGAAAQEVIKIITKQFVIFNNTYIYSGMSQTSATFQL
NRP1-CendR mod: modulators of CendR peptide binding to human neuropilin-1 | inhibition, % at 25 µM | AID 602438 | 0.85% of 360,000 active | FAM-RPARPAR peptide binding to NRP-1, fluorescence polarization;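 active = inhibition or corrected inhibition above about 18%, plus a signal ratio from 0.5 to 1.5, limit read from the data, passing the limit was not always enough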; note: strong numbers were not always called active
NadD inh: blocks S. aureus nicotinate mononucleotide adenylyltransferase; 0.78% of 360,000 active; purified NadD enzyme, colorimetric absorbance read-out; inhibition, % at 20 µM; in the data active = inhibition above about 26%; note: some compounds past the cut are filed as inactive
SKN-1 inh: blocks SKN-1 activity in C. elegans; C. elegans VP596 Pgst-4::GFP/RFP ratio, acrylamide-induced, 24 h; inhibition, % at 21.8 µM; 0.49% of 360,000 active; AID 624304;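 active = interference check ratio from 0.5 to 1.5 plus GFP to RFP signal ratio inhibition reaching or exceeding a fixed threshold, cut at about 30% in these data, passing the limit was not always enough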; note: some compounds called inactive have numbers as strong as hits
LMPTP block: blocks human LMPTP phosphatase; P24666; recombinant LMPTP-A, OMFP fluorogenic substrate, fluorescence intensity; inhibition, % at 20 µM; 0.22% of 360,000 active; AID 651560;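 active = compounds that cut the enzyme signal by at least half of the control window in the single-dose screen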;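 note: plate controls were DMSO wells with enzyme plus substrate for no effect and substrate without enzyme for full effect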
Target sequence (P24666 whole entry, looked up): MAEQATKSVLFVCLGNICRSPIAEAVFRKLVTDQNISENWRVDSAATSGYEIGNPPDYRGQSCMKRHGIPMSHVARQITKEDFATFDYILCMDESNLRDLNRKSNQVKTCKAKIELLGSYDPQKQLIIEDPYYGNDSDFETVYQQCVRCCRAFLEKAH
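Assay system: LMPTP-A phosphatase enzyme | Input: 0.625 nM enzyme | Also added: Fluorogenic phosphatase substrate OMFP at 400 µM final | Compound dosing: One test concentration per compound, 20 µM, with 3% DMSO overall | Schedule: 50 min enzyme reaction at room temperature, protected from light | Signal: Fluorescence intensity | Benchmarks: no-enzyme and uninhibited controls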
SUMO1 PPI mod: SUMO1-SIM interaction modulation; P63165; SUMO1 binding to a labelled peptide, TR-FRET, 1 h; inhibition, % at 20 µM; 0.33% of 360,000 active; in the data active = inhibition above about 37%
DNMT1 inh: DNMT1 (human) enzyme inhibition; 0.83% of 360,000 active; P26358; DNMT1 molecular beacon, Hinp1I cleavage, fluorescence; inhibition (reported as % activation of signal), % at 10 µM; in the data active = inhibition above about 50%
Scp1 inh: inhibitors of human Scp-1 phosphatase; Recombinant Scp1, phosphopeptide, malachite green phosphate absorbance; Q9GZU7; inhibition, % at 20 µM; 0.88% of 340,000 active; AID 493091;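 active = inhibition above about 50% at 20 µM, limit read from the data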;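 note: plate controls were DMSO wells with enzyme for no effect and wells lacking enzyme for full effect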
Target sequence (Q9GZU7 76-261 limits assumed): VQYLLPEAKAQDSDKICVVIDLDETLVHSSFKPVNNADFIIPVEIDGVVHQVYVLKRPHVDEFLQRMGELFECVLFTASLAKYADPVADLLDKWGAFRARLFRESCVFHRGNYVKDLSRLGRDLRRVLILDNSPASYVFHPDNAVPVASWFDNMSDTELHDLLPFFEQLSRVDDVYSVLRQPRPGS
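Test system: SCP-1 phosphatase catalytic domain, residues 76-261 | Compound dosing: One concentration, 20 µM, with 1.0% DMSO | Schedule: 45 min room-temperature reaction, 5 min colour, 30 min stabiliser | Detection: Absorbance at 630 nm | Read-out basis: % inhibition of SCP-1 phosphate liberation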
STEP block: inhibitors of human striatal-enriched phosphatase STEP | P54829 | recombinant STEP, OMFP fluorogenic substrate, fluorescence | inhibition, % at 20 µM | 0.25% of 360,000 active | AID 588621;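 active = inhibition at 20 µM, scaled per plate between control wells, above about 37%, limit read from the data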;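 note: 0% = DMSO with enzyme and substrate and 100% = substrate only without enzyme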
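Also added – OMFP at 25 µM · Test system – STEP tyrosine phosphatase · Technique – FITC-channel fluorescence of OMFP product · Schedule – 20 min at room temperature, dark · Evaluation – control-normalized % inhibition with plate pattern correction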
TbMetRS inhib: blocks T. brucei methionyl-tRNA synthetase activity; purified T. brucei MetRS, ATP depletion, Kinase-Glo luminescence; 0.4% of 360,000 active; AID 624268; inhibition, % at 11.9 µM;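 active = inhibition above a per-plate cutoff of the control wells' mean inhibition plus 3 SD, cut at about 5.5% in these data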;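 note: 0% = DMSO wells median and 100% = median of wells with control inhibitor compound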
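Material – parasite MetRS enzyme · Medium – HEPES-MgCl2-KCl buffer plus DTT, spermine, BSA, pyrophosphatase · Reagent – ATP, methionine and E. coli bulk tRNA substrates · Times – 15 min enzyme-compound preincubation, 2 h reaction, 10 min detection, 25 °C · Measured by – luminescence of leftover ATP · Evaluation – percent inhibition relative to median high and low control wells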
Active calls of the source: *; i = inactive; / = not tested or not shown.

Sequence of screens: Neddyl block | NRP1-CendR mod | NadD inh | SKN-1 inh | LMPTP block | SUMO1 PPI mod | DNMT1 inh | Scp1 inh | STEP block | TbMetRS inhib
- CC(=O)Nc1ccc(S(=O)(=O)NC(C)c2nc(-c3ccccc3)no2)cc1 (stereo unspecified)
→ i | -3 | 1 | 5 | -2.4 | 3 | 0 | -5 | 2 | 0.4
- CC1=C(C(=O)c2ccccc2)C(c2ccc(N3CCOCC3)cc2)NC(=O)N1 (stereo unspecified)
→ i | -84 | 5 | 10 | -0.3 | -9 | -3 | 7 | -1 | -1.4
- CCOc1ccccc1CN1C(=O)NC2(CCCCCC2)C1=O
→ i | 10 | -4 | -7 | -1.2 | 3 | 1 | -5 | -2 | 0.6
- CC(C)(C)C(=O)O/N=C(\N)c1ccc([N+](=O)[O-])s1
→ i | 5 | -7 | -2 | -1.4 | -35 | -2 | -8 | 3 | -0.6
- CC(C)OC(=O)c1ccc(COC(=O)c2cnccn2)cc1
→ i | 0 | -3 | -4 | -0.9 | 2 | 22 | -5 | 1 | -1.2
- Nc1ncnc(Sc2ncccn2)c1[N+](=O)[O-]
→ i | 6 | -7 | -8 | -0.1 | -23 | 6 | 0 | -1 | 0.4
- O=C(Nc1nnc(COc2ccc(Cl)cc2)s1)c1cccs1
→ i | 9 | 11 | 29 | 0.9 | -1 | -4 | -5 | 6 | 0.2
- Cc1cc(Cl)ccc1NC(=O)CN1CCN(C(=O)c2ccco2)CC1
→ i | -2 | -2 | 12 | -1.5 | -4 | -1 | 1 | -2 | -0.8
- COc1ccc(N2CCN(C(=O)COC(=O)[C@@H](NC(=O)OCc3ccccc3)C(C)C)CC2)cc1
→ i | 10 | -1 | -13 | -0.3 | 5 | -1 | -5 | -2 | -0.3
- CC(C)c1c(C(=O)N/N=C/c2cccc(OCc3ccccc3)c2)nnn1-c1nonc1N
→ i | 11 | 5 | 3 | 6.2 | 3 | -15 | -6 | 1 | -0.6
- CCc1ccccc1NC(=O)c1cc(S(=O)(=O)N2CCc3ccccc32)cn1C
→ i | 1 | -4 | 7 | 1.3 | 1 | 1 | -4 | 0 | 0.5
- CN(C)C/C(Cl)=C(\Cl)c1ccccc1
→ i | 12 | -1 | -5 | -3.3 | -2 | 1 | -12 | -3 | -0.4
- CCCCOc1ccc(NC(=O)Cn2c(=O)ccc3c(C)cc(C)nc32)cc1
→ i | -5 | -3 | -5 | 0.5 | 9 | -3 | -5 | 1 | -2.1
- CCn1c(SCC(=O)Nc2ccc3c(c2)OCO3)nnc1-c1ccccc1O
→ i | 2 | -2 | 3 | 1.0 | 14 | -1 | -9 | 0 | 0.2
- CCc1ccc(Nc2n[n+](C)c(-c3ccncc3)s2)cc1
→ i | 2 | 5 | 3 | -1.7 | -12 | -2 | 4 | 2 | 0.9

Further structures.
Sequence of screens: Neddyl block | NRP1-CendR mod | NadD inh | SKN-1 inh | LMPTP block | SUMO1 PPI mod | DNMT1 inh | Scp1 inh | STEP block | TbMetRS inhib
- COc1ccc(C(C(=O)Nc2ccc(C(C)C)cc2)N(C)C(=O)c2ccc(=O)[nH]c2)cc1 (stereo unspecified)
→ i | 4 | 7 | -2 | -1.5 | -1 | -1 | -3 | 0 | -0.7
- FC(F)(F)c1nc(Oc2ccccc2)c2ccccc2n1
→ i | 4 | -5 | 14 | 1.5 | 0 | 2 | -11 | 3 | -0.6
- O=C(Nc1ccon1)c1sc2cc(Cl)ccc2c1Cl
→ i | -8 | -4 | 3 | -0.5 | 2 | 4 | -5 | -2 | 0.4
- CC(C)c1ccc(Nc2nnc(SCC(=O)NCC3CCCO3)s2)cc1 (stereo unspecified)
→ i | 4 | 0 | 7 | 2.0 | 5 | -2 | 0 | -1 | 0.0
- O=C(c1ccc2nc(Cc3cccc(Cl)c3)oc2c1)N1CCC(O)CC1
→ i | 12 | 2 | 16 | -0.7 | 0 | -5 | 1 | -2 | 0.8
- O=S(=O)(NC1CC1)c1ccc(S(=O)(=O)N2CCCC(c3nc(-c4cccnc4)no3)C2)cc1 (stereo unspecified)
→ i | 2 | 3 | -5 | 0.2 | 4 | 0 | -1 | -3 | -0.3
- CSc1cccc(NC(=O)Nc2ccc(Cl)cc2)c1
→ i | -6 | -5 | 6 | 1.4 | 0 | -1 | -7 | 2 | 0.6
- Fc1ccc(NC(=S)NCc2ccccc2)cc1
→ i | 11 | -2 | 1 | -0.5 | 5 | 6 | 4 | 0 | -1.5
- N#CC(c1ccc(O)cc1)c1ncc(C(F)(F)F)cc1Cl (stereo unspecified)
→ i | 7 | 2 | -6 | 0.8 | -2 | -4 | 1 | 9 | 0.0
- O=C(O)c1cc(Cl)c2ccccc2c1O
→ i | 6 | 1 | 7 | -1.0 | -9 | -7 | -11 | 2 | 0.1
- CC(=O)N1CCc2c(sc(NC(=O)CCS(=O)(=O)c3ccccc3)c2C(N)=O)C1
→ i | 23 | 4 | 18 | -1.0 | -6 | -6 | 4 | -2 | -0.1
- Cc1nnc2sc(SCc3ccc(Cl)cc3)nn2c1=O
→ i | 1 | -7 | 2 | -1.8 | -5 | 0 | -14 | 1 | -0.7
- CC1C(=O)Nc2ccccc2N1C(=O)c1ccc(Cl)c(Cl)c1 (stereo unspecified)
→ i | 6 | -7 | 23 | -1.0 | 4 | 1 | -7 | -2 | -0.5
- O=C(OCc1nc2ccccc2s1)C1CCN(C2=NS(=O)(=O)c3ccccc32)CC1
→ i | -22 | 4 | -7 | -0.6 | 2 | -4 | -8 | 3 | -0.4
- CCCN(CCC)CCCNC(=O)C1CCC(CNS(=O)(=O)c2cccc3nsnc23)CC1 (stereo unspecified)
→ i | 16 | -3 | 15 | -3.7 | -44 | -1 | -2 | -2 | -0.1

Ordered by the number under NRP1-CendR mod (high to low): some entries from above.
Compound	NRP1-CendR mod
CCCN(CCC)CCCNC(=O)C1CCC(CNS(=O)(=O)c2cccc3nsnc23)CC1 (stereo unspecified)	16
Fc1ccc(NC(=S)NCc2ccccc2)cc1	11
O=C(Nc1nnc(COc2ccc(Cl)cc2)s1)c1cccs1	9
CCn1c(SCC(=O)Nc2ccc3c(c2)OCO3)nnc1-c1ccccc1O	2
CC1=C(C(=O)c2ccccc2)C(c2ccc(N3CCOCC3)cc2)NC(=O)N1 (stereo unspecified)	-84

(next part)
structure	Neddyl block	NRP1-CendR mod	NadD inh	SKN-1 inh	LMPTP block	SUMO1 PPI mod	DNMT1 inh	Scp1 inh	STEP block	TbMetRS inhib
COC(=O)C1CC23C=CCN4CCC5(c6ccccc6NC15C2C)C43 (stereo unspecified)	i	-22	-1	9	0.5	3	1	-7	-1	-0.3
COc1ccc(CCNC(=O)COc2ncnc3ccccc23)cc1	i	2	-4	15	-2.1	0	-1	-4	2	-0.5
O=C(c1ccccc1F)N1CCN(S(=O)(=O)c2ccc3c(c2)OCCO3)CC1	i	2	4	-4	-0.2	2	-2	-7	3	-1.1
COc1ccc(-c2ccc(N3C(c4ccsc4)=Cc4ccc(F)cc4C3c3c[nH]c4ccccc34)cc2)cc1 (stereo unspecified)	i	-22	26	4	3.8	-25	/	/	/	1.8
COc1ccccc1CN(C)C[C@H]1OCc2cnnn2CCCC(=O)N([C@H](C)CO)C[C@@H]1C	i	0	4	0	-0.8	2	5	/	1	-1.2
Cc1cc(C)cc(NS(=O)(=O)c2cc(C(=O)NCc3ccccn3)ccc2Cl)c1	i	11	-1	-6	-1.0	-1	-2	-2	-2	0.7
CCOC(=O)N1CCN(C(=O)CSc2nnc3[nH]c(=O)c(C)c(C)n23)CC1	i	-3	0	1	-1.6	2	-1	-2	-2	-0.1
COc1ccc(N(CC(=O)Nc2ccccc2OC)S(=O)(=O)c2ccc(OC)c(OC)c2)cc1	i	5	-9	8	0.0	1	2	-5	0	-0.7
Cc1nnc(NC(=O)c2ccc3c(c2)NC(=O)CS3)s1	i	14	-1	11	-0.7	2	7	3	1	-0.3
CCN(CC)CCOC(=O)c1ccc(NC(=O)CCCN2C(=O)/C(=C\c3cccs3)SC2=S)cc1	i	-46	-3	39*	1.8	-43	0	-6	3	-0.7
NS(=O)(=O)c1cc(C(=O)OCC(=O)Nc2ccc(Cl)cc2[N+](=O)[O-])ccc1Cl	i	-2	-2	-4	1.2	-23	9	-3	6	0.2
NC(Cc1ccc(F)cc1)c1csc(Nc2nccc(C(F)(F)F)n2)n1 (stereo unspecified)	i	-8	-3	-12	-2.0	-15	-9	/	0	-0.2

(cont.)
structure	Neddyl block	NRP1-CendR mod	NadD inh	SKN-1 inh	LMPTP block	SUMO1 PPI mod	DNMT1 inh	Scp1 inh	STEP block	TbMetRS inhib
C=CC[C@@]12C=C(OC)C(=O)C(OC)=C1O[C@H](c1ccc3c(c1)OCO3)[C@H]2C	i	-5	6	5	1.1	1	-4	-1	-1	0.2
COc1cccc(NC(=O)CCc2nnc3ccc(NCc4ccco4)nn23)c1	i	-4	0	0	0.0	8	-1	14	-1	0.2
COc1ccc(C(=O)O)cc1S(=O)(=O)N1CCN(c2ccccn2)CC1	i	10	-6	-3	0.0	10	3	10	0	-0.3
O=C(NC1CCCCCC1)c1cc(S(=O)(=O)N2CCCCC2)ccc1N1CCOCC1	i	5	5	-1	1.2	3	3	6	9	-0.3
CCN(CC)S(=O)(=O)c1cccc(-c2n[nH]c(=S)n2/N=C/c2ccc(Br)cc2)c1	i	1	19	-5	1.4	1	0	-6	1	-0.7
CC(=O)c1cccc(NC(=O)C(C)OC(=O)Cc2n[nH]c(=O)c3ccccc23)c1 (stereo unspecified)	i	10	5	4	-1.7	2	-3	-5	-2	-0.2
O=C(NNS(=O)(=O)c1c(F)cc(F)c(Cl)c1F)C12CC3CC(CC(C3)C1)C2	i	-9	-4	11	0.2	5	3	/	-2	0.0
COc1ccc(N=C2SC(CC(=O)Nc3ccccc3)C(=O)N2CC2CCCO2)cc1 (stereo unspecified)	i	23	1	-4	-1.0	1	-4	6	0	0.0
CC1CCOC2(O1)C(=O)Nc1ccccc12 (stereo unspecified)	i	10	3	-14	0.6	-8	-1	-7	0	-0.5
N#C/C(=C\c1cn(CCOc2ccccc2)c2ccccc12)C(=O)NCc1ccco1	/	-15	3	10	1.8	1	14	-7	1	-0.3
O=C(O)C1CCCCC1C(=O)NCCc1ccncc1 (stereo unspecified)	i	-7	-1	7	-1.2	-1	4	-3	0	-0.5
Cc1nc2sc(C(c3ccco3)N3CCOCC3)c(O)n2n1 (stereo unspecified)	i	-3	-3	10	-1.4	-6	0	2	0	-1.3

Single records (already shown).
Cc1nc2sc(C(c3ccco3)N3CCOCC3)c(O)n2n1 (stereo unspecified) in the list: Neddyl block = i; NRP1-CendR mod = -3; NadD inh = -3; SKN-1 inh = 10; LMPTP block = -1.4; SUMO1 PPI mod = -6; DNMT1 inh = 0; Scp1 inh = 2; STEP block = 0; TbMetRS inhib = -1.3
CC1CCOC2(O1)C(=O)Nc1ccccc12 (stereo unspecified) in the list: Neddyl block = i; NRP1-CendR mod = 10; NadD inh = 3; SKN-1 inh = -14; LMPTP block = 0.6; SUMO1 PPI mod = -8; DNMT1 inh = -1; Scp1 inh = -7; STEP block = 0; TbMetRS inhib = -0.5

Screens (PubChem)
